MT1-MMP act inh: blockers of MT1-MMP proenzyme processing, primary screen, HT1080 RFP-PRO-GFP cells, GFP/RFP fluorescence | Matrix metalloproteinase-14 (Homo sapiens), P50281 | GFP/RFP ratio fluorescence, overnight; percent of plate control window, DMSO zero | GFP/RFP ratio change, % at 20 µM | hit rate 0.061% among 360,000 | AID 651647, 2012;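 active = GFP/RFP ratio change of at least 30% with cell ATP level not reduced by more than half and red fluorescence within 50% of control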; note: strong numbers were not always called active
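Assay system: HT1080 RFP-PRO-GFP cells. Benchmarks: DMSO vehicle wells and RFP-L50D-GFP reporter cell wells. Times: overnight cell settling, then overnight compound exposure, 37 °C, 5% CO2. Compound: 20 µM single dose, 1% DMSO. Read-out basis: GFP/RFP fluorescence ratio.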
CSN inh: inhibitors of CSN-mediated cullin deneddylation, primary screen, biochemical, fluorescence polarization, uHTS; Purified CSN, SCF-Nedd8-OG deneddylation; hit rate 0.38% among 360,000; AID 651999, 2013; inhibition, % at 12.5 µM;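 active = pattern-corrected inhibition above about 35%, with an unprinted fluorescence ratio check between 0.5 and 1.5, limit read from the data, passing the limit was not always enough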;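 note: 0% = enzyme with substrate and 100% = substrate without enzyme; some results filed as inactive read as strong as hits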
Target sequence (Q92905 whole entry, looked up, one chain of several): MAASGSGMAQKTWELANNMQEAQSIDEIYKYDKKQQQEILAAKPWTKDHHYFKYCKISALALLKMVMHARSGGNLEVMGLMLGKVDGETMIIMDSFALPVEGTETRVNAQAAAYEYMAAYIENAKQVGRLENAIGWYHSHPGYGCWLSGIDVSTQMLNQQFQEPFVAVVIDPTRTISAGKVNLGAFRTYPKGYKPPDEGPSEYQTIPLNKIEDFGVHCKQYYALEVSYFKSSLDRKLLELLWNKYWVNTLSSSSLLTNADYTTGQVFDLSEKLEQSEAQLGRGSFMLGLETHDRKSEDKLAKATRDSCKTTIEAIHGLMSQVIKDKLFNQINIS
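assay system = purified human Csn5 enzyme expressed in HEK293T cells | amount = 0.24 nM enzyme | buffer or medium = Tris/NaCl/DTT buffer, pH 7.5 | reagent = 10 nM SCFSkp2-Nedd8OG | compound = one concentration, 12.5 µM, 0.25% DMSO | times = 90 min reaction at room temperature | signal = FP | read-out basis = % inhibition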
Rpn11 block: Rpn11 (PSMD14) deubiquitinase inhibitors, primary screen, biochemical, fluorescence polarization, uHTS | human 26S proteasome, Ub4-pepOG fluorescence polarization; 20S core pre-blocked with epoxomicin | hit rate 0.59% among 360,000 | calls only at 20 µM | 26S proteasome non-ATPase regulatory subunit 14 (Homo sapiens), O00487;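 active = inhibition at 20 µM, scaled to each plate's controls, above about 33%, limit read from the data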
NadD block: inhibitors of S. aureus NadD, primary screen, biochemical, colorimetric, uHTS. Nicotinate-nucleotide adenylyltransferase NadD (Staphylococcus aureus N315). purified NadD enzyme, colorimetric absorbance read-out. inhibition, % at 20 µM. hit rate 0.78% among 360,000. AID 602399, 2012; in the data active = inhibition above about 26%; note: some compounds past the cut are filed as inactive
Rin1-Abl PPI inh: inhibitors of Rin1-Abl protein binding, primary screen, biochemical, TR-FRET; Tyrosine-protein kinase ABL1 (Homo sapiens) + Ras and Rab interactor 1 (Homo sapiens), …; inhibition, % at 7.35 µM; hit rate 0.4% among 360,000; in the data active = inhibition above about 5%, passing the limit was not always enough
FAS-TE inh: FAS thioesterase domain inhibitors, primary screen, biochemical, fluorescence intensity, uHTS; Fatty acid synthase (Homo sapiens), P49327; recombinant FAS-TE, OMFH fluorogenic substrate, fluorescence endpoint; inhibition, % at 15 µM; hit rate 0.67% among 360,000;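 active = compounds whose normalised, plate-corrected inhibition of enzyme fluorescence in the single-dose primary screen is 50% or more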;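 note: 0% = DMSO with enzyme and 100% = substrate without enzyme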
Neddylation inh: inhibitors of cullin neddylation, primary screen, biochemical, TR-FRET, uHTS, NAE and Ubc12; NEDD8-conjugating enzyme Ubc12 (Homo sapiens) + NEDD8-activating enzyme E1 regulatory …; calls only at 25 µM; hit rate 0.58% among 360,000; AID 651699, 2012; in the data active = inhibition above about 36%
SKN-1 inh: suppressors of acrylamide-induced Pgst-4::GFP reporter in worms, primary screen, SKN-1 inhibitor project, whole organism, uHTS, GFP/RFP fluorescence ratio, strain VP596; C. elegans VP596 Pgst-4::GFP/RFP ratio, 24 h; inhibition, % at 21.8 µM; hit rate 0.49% among 360,000;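 active = interference check ratio from 0.5 to 1.5 plus GFP to RFP signal ratio inhibition reaching or exceeding a fixed threshold, cut at about 30% in these data, passing the limit was not always enough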; note: some compounds called inactive have numbers as strong as hits
MLLE-PAM2 inh: inhibitors of PABP1 MLLE–PAM2 peptide binding, primary screen, biochemical, fluorescence polarization, FITC-PAM2, GST-MLLE | Polyadenylate-binding protein 1 (Homo sapiens), P11940 | inhibition, % at 20 µM | hit rate 0.36% among 360,000 | AID 588489, 2011; in the data active = inhibition above about 35%, passing the limit was not always enough;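 note: plate controls were DMSO wells with GST-MLLE for no effect and wells lacking GST-MLLE protein for full effect; some results filed as inactive read as strong as hits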
Target sequence (P11940 whole entry, looked up): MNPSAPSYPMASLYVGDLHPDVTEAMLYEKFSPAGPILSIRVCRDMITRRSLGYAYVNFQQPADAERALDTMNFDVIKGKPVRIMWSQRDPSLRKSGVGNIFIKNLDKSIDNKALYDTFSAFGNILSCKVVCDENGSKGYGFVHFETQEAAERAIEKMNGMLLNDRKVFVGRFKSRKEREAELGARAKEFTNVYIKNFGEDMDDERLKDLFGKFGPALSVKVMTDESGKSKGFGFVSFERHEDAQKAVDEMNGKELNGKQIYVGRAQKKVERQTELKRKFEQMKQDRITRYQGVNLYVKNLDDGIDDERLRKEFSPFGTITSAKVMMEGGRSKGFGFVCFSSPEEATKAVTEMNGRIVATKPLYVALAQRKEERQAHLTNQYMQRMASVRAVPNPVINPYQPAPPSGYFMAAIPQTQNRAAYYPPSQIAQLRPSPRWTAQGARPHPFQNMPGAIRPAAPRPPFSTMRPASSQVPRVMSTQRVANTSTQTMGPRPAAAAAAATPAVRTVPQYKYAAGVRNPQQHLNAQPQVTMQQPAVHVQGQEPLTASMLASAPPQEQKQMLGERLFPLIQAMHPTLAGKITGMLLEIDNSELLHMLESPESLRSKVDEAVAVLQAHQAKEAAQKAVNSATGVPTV
* hit, by the source's call; i = inactive; x = no result given.

Compound	MT1-MMP act inh	Rin1-Abl PPI inh	SKN-1 inh	Rpn11 block	MLLE-PAM2 inh	CSN inh	FAS-TE inh	NadD block	Neddylation inh
CC(=O)c1ccc(N2CCN(C(=O)C3CCN(S(=O)(=O)c4cccs4)CC3)CC2)cc1	-9	-1	3	i	7	3	-1	-5	i
c1ccc(CCNc2ncnc3c2cnn3-c2ccccc2)cc1	5	-6	35*	i	-4	-1	2	-5	i
CC12CCC(C(N)C1=O)C2(C)C (stereo not drawn)	0	1	6	i	-3	-2	-5	0	i
CCCc1cc(=O)[nH]c(SCC(=O)NC2(C#N)CCCCC2)n1	0	0	-21	i	1	2	-7	-2	i
CCOc1ccc(NC(=O)CCCN2C(=S)NC(C)(C)CC2C)cc1 (stereo not drawn)	-1	0	5	i	-64	-2	-11	1	i
NC(=O)c1cc(S(=O)(=O)Nc2ccc(OC(F)(F)F)cc2)cs1	2	-1	-3	i	-6	-1	-5	1	i
CCNc1ccc(C(=O)OCC)cc1NC(=O)c1cccc(S(=O)(=O)N2CCOCC2)c1	0	-6	8	i	-9	2	-3	-1	i
O=C(CSc1nnc(Cc2csc(Nc3cccc(Cl)c3)n2)o1)N1CCc2ccccc21	-1	-1	1	i	-21	11	17	57*	i
COc1cccc(-c2nn(-c3ccc(F)cc3)cc2C(=O)NCC2CCCO2)c1 (stereo not drawn)	1	1	0	i	4	-2	-1	-4	i
CCn1nnc(NC(=O)CSc2ccc(Cl)cc2)n1	2	-1	0	i	13	10	-4	13	i
Cc1cc(=O)oc2cc(OCC(=O)OCC(=O)N3CCc4ccccc43)ccc12	1	-2	-4	i	-7	5	6	3	i
CCCc1ccc(OCC(O)CN2CCN(CCO)CC2)cc1 (stereo not drawn)	4	-1	4	i	3	6	-2	-2	i
Cc1csc2c(=O)n(CCO)c(=O)[nH]c12	0	0	2	i	0	1	-7	-5	i
CCOC(=O)Cn1cc(/C=N/NC(=O)c2cc3ccccc3o2)c2ccccc21	7	-1	8	i	0	-2	3	-1	i
CCCCNC(=O)CC1N=C2c3ccccc3N=C(SCC(=O)Nc3ccccc3C)N2C1=O (stereo not drawn)	-2	-2	-6	i	1	0	-1	6	i
O=c1cc(-c2ccncc2)oc2c1ccc1ccccc12	-15	-3	12	i	6	9	6	4	x
COc1ccc(C(=O)CSc2nnnn2Cc2ccccc2)cc1	2	0	-1	i	-55	0	9	-8	i
Cc1ccc(-c2csc(NC(=O)CSc3nc(C)cs3)n2)cc1	6	-2	3	i	5	6	28	-6	i
CCC(C)[C@H](NC(=O)NCc1ccccn1)C(=O)OC (stereo partly drawn)	7	-5	-12	i	-13	0	-10	-2	i
Cc1ccc(C)c(NC(=O)CSc2nnc(-c3cc(C)[nH]n3)n2N)c1	-3	6	4	i	9	-3	-6	4	i
CCn1cc(C(=O)Nc2ccc3c(c2)OCCO3)c2cc(OC)c(OC)cc2c1=O	-2	1	-9	i	-13	5	-1	-2	i
N=C1S/C(=C\c2cccc3ccccc23)C(=O)N1c1ccc(F)cc1	5	-1	9	i	-8	0	3	33*	i
O=C(NCC1CCCN(C(=O)Cc2ccccc2Cl)C1)c1ccc(F)cc1 (stereo not drawn)	2	4	-26	i	-3	1	-6	2	i
CC1CCN(C(=O)c2cc3ccccc3cc2O)CC1	-7	-2	8	i	-6	-6	3	-4	i
Cc1cc(OCC(=O)NCCN2CCOCC2)cc(C)c1Br	3	0	24	i	-5	-7	-6	0	i
COc1cccc(-c2ccc(SCC(=O)N3CCN(c4ccccc4)CC3)nn2)c1	1	-3	2	i	3	-4	19	-2	i
CCC(=O)N1CC2(CC(c3cccc([N+](=O)[O-])c3)=NO2)C[C@H]1C(=O)NCC(N)=O (stereo partly drawn)	4	4	-5	i	6	1	-12	-5	i
CCOC(=O)c1c(CN2CCOCC2)n(-c2ccccc2)c2cc(Br)c(O)c(CN(C)C)c12	-2	-1	18	i	-5	-6	-18	-7	i
CCOc1ccc2ccccc2c1/C=N/NC(=O)c1c(C)cc(C)[nH]c1=O	-3	-4	-4	i	3	1	-5	1	i
Fc1ccc(-c2nnc(-n3nnc4ccccc43)c3ccccc23)cc1	-6	3	12	i	3	-3	4	5	i
Cc1ccc(C(=O)NC(C)c2ccc(-n3ccnc3)cc2)cc1S(=O)(=O)N1CCOCC1 (stereo not drawn)	0	11*	22	i	-2	2	-7	12	i
C=CCNC(=O)COc1ccc(S(=O)(=O)NC2CCCCC2)cc1	2	-4	4	i	3	2	-9	-6	i
CCOC(=O)C1(C)CCN1C(=O)c1ccccc1OC(F)(F)F (stereo not drawn)	1	0	5	i	0	2	-5	-2	i
CCCn1c(=O)[nH]c(=O)c2c1nc(-c1ccccc1OC(F)F)n2CCOC	0	-5	-4	i	-12	2	-8	0	i
CC(NC(=O)COc1ncnc2cc([N+](=O)[O-])ccc12)c1ccccc1 (stereo not drawn)	2	-4	8	i	5	-11	48	0	i
Cc1ccc(-c2noc(CN3C(C)CCCC3C)n2)cc1 (stereo not drawn)	-5	-1	-11	i	-3	0	-2	3	i
CCN1C(=O)CSC1=Nc1ccc(OC)cc1	2	0	20	i	4	8	-2	5	i
Cc1cnc(NC(=O)c2ccncc2)s1	1	0	-5	i	5	-5	-8	-4	i
CC(CC(=O)NC1CCCCC1)S(=O)(=O)c1ccc2c(c1)CCN2C(=O)C1CC1 (stereo not drawn)	-4	0	11	i	-6	-1	-6	1	i
COc1ccc2c(CC(=O)OCC(=O)N(C)c3c(N)n(Cc4ccccc4)c(=O)[nH]c3=O)coc2c1	-5	2	-23	i	-7	0	0	18	i
Nc1nonc1-c1nc2ccccc2n1CC(=O)N/N=C/c1ccc(-c2ccccc2C(=O)O)o1	-1	1	-1	i	-21	-1	5	8	i
CC1(C)Cc2ccccc2-c2nc(NN)[nH]c(=O)c21	3	0	4	i	9	1	-3	1	i
CCC1(C)Cc2c(sc3nc(SC)nc(N)c23)CO1 (stereo not drawn)	2	-2	6	i	12	3	-4	-1	i
Cn1c(=O)oc2cc(S(=O)(=O)N3CCCC(C(=O)NCCN4CCOCC4)C3)ccc21 (stereo not drawn)	4	0	13	i	6	3	-5	6	i
COc1ccc(S(=O)(=O)N2CCC(C(=O)NCC3CCCO3)CC2)cc1 (stereo not drawn)	2	0	9	i	-4	2	-5	-1	i
O=C(CCCc1nc2ccccc2s1)NCc1ccccc1F	x	0	2	i	-1	-1	-2	-9	i
COC(=O)c1cc2ccccc2c(=O)s1	0	-4	-14	i	17	-1	-9	4	i
O=C(Cc1ccccc1F)Nc1cc(S(=O)(=O)N2CCCCC2)ccc1N1CCOCC1	0	-1	7	i	15	-9	6	2	i
CC(C)C[C@H]1CNC(=O)C(=O)N1C[C@@H]1CCCN1C[C@H](Cc1ccc(O)cc1)N1C[C@H](Cc2ccccc2)N(CC2CCCCC2)C(=O)C1=O	-3	x	5	x	x	-3	1	28	i
O=C(NCc1ccc(F)cc1)C1CCN(C(=O)Nc2ccc(F)cc2)CC1	1	0	-20	i	6	2	-8	-6	i
C=CCn1c(SCC(=O)NCC)nc2sc3c(c2c1=O)CCC3	7	-2	0	i	2	-2	-1	-8	i
C/C(=N\NC(=S)NCCc1ccccc1)c1ccc(O)cc1O	-3	2	-3	i	40*	6	15	6	i
c1cc(CNC23CC4CC(CC(C4)C2)C3)ccn1	-4	-5	0	i	8	3	-6	-9	i
OC(COc1cccc2ccccc12)CN1CCN(c2ccccc2Cl)CC1 (stereo not drawn)	-3	0	6	i	3	-8	14	-2	i
COc1ccccc1COCC(O)CN1CCCCC1CO (stereo not drawn)	4	3	-4	i	5	4	-9	-4	i
COc1ccccc1CNc1ncnc2cc(Cl)ccc12	-1	-6	5	i	3	7	-5	-1	i
C=CCCCCCCCCC(=O)Nc1c[nH]c(=O)[nH]c1=O	3	-3	-8	i	0	-2	-4	0	i
O=C(CSc1cccc[n+]1[O-])NN(c1ccccc1)c1ccccc1	-2	1	-4	i	6	1	-4	-1	i

Some of the entries so far, with two lines to a compound:
Fields – MT1-MMP act inh	Rin1-Abl PPI inh	SKN-1 inh	Rpn11 block	MLLE-PAM2 inh	CSN inh	FAS-TE inh	NadD block	Neddylation inh
> CC(=O)c1ccc(N2CCN(C(=O)C3CCN(S(=O)(=O)c4cccs4)CC3)CC2)cc1
  -9	-1	3	i	7	3	-1	-5	i
> COC(=O)c1cc2ccccc2c(=O)s1
  0	-4	-14	i	17	-1	-9	4	i
> Cc1ccc(C(=O)NC(C)c2ccc(-n3ccnc3)cc2)cc1S(=O)(=O)N1CCOCC1 (stereo not drawn)
  0	11*	22	i	-2	2	-7	12	i
> O=C(CSc1nnc(Cc2csc(Nc3cccc(Cl)c3)n2)o1)N1CCc2ccccc21
  -1	-1	1	i	-21	11	17	57*	i
> CC(CC(=O)NC1CCCCC1)S(=O)(=O)c1ccc2c(c1)CCN2C(=O)C1CC1 (stereo not drawn)
  -4	0	11	i	-6	-1	-6	1	i

From PubChem
